Bioassay records deposited in PubChem by National Center for Advancing Translational Sciences (NCATS).
GAA inh: qHTS Assay for Inhibitors of Human alpha-Glucosidase as a Potential Chaperone Treatment of Pompe Disease. Potency, µM (top dose mostly 76.9 µM), for inactives: top-dose activity change, negative = inhibition, hits mostly inhibitors. Lysosomal alpha-glucosidase (Homo sapiens), P10253. purified human GAA, 4-MU-alpha-glucoside fluorescence. 0.005% of 200,000 active;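 also: plate controls were uninhibited enzyme wells for no effect and no-enzyme background for full effect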
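qHTS format, compound range up to 77 uM. Human lysosomal enzyme at 4 nM, 400 uM 4-MU glucoside substrate, pH 5.0, 20 min room temperature; fluorescence after alkaline stop gives activity normalized to controls.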
Tau fibril ThT: qHTS for Inhibitors of Tau Fibril Formation, Thioflavin T Binding; Microtubule-associated protein tau (Homo sapiens), P10636; recombinant tau K18 P301L, heparin-induced fibrillization, ThT fluorescence; Potency, µM (titrated, usually from 57.4 µM), without a hit: at the top dose activity, negative = inhibition, most hits filed as inhibitors; 2.1% of 270,000 active; AID 1460, 2008; also: % is scaled to controls: 0 for no effect and ±100 for the full control effect; nearly all actives have a fitted effect of over 55% in size
Target sequence (P10636 561-689 P618L limits assumed): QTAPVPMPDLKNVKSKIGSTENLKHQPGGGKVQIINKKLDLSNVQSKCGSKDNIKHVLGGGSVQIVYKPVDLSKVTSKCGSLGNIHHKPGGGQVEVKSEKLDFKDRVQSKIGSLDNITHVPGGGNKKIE
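Using a mix of unlabeled (15 uM) and Alexa 594-labeled (0.24 uM) tau K18 P301L, heparin-triggered fibrillization over 6 hr at 37 C was scored by ThT fluorescence.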
Tau fibril FP: qHTS for Inhibitors of Tau Fibril Formation, Fluorescence Polarization; Microtubule-associated protein tau (Homo sapiens), P10636; K18 P301L tau heparin fibrillization, Alexa594 FP, 6 h; Potency, µM (top dose mostly 57.7 µM), inactives show at the top dose activity, negative = inhibition, usual class: inhibitors; 0.39% of 280,000 active; also: % is scaled to controls: 0 for no effect and ±100 for the full control effect; nearly all actives have a fitted effect of over 55% in size
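Compound effects on tau fibrillization are measured by Alexa 594 fluorescence polarization (ex 555, em 632 nm). K18 P301L tau is used at 15 uM with 0.24 uM labeled tracer, and 20 uM heparin induces aggregation over 6 hr at 37 C.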
aGlu spleen mod: qHTS Assay for Inhibitors and Activators of Human alpha-Glucosidase From Spleen Homogenate | Lysosomal alpha-glucosidase (Homo sapiens), P10253 | human spleen homogenate, 4-MU-alpha-glucoside fluorescence | Potency, µM (doses to about 79.9 µM), for the others: at the highest dose activity change, negative = inhibition, most hits filed as inhibitors | 0.006% of 240,000 active;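 also: 0% = enzyme with vehicle and -100% = no enzyme basal signal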
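Human spleen homogenate (1 ug) incubated with compounds and 1 mM 4-methylumbelliferyl-alpha-D-glucopyranoside in pH 5.0 citrate/phosphate buffer, 37 C, 40 min. Stopped at pH 10; 4-MU fluorescence (Ex 365/Em 440 nm); AC50 by Hill fit.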
GLA spleen mod: qHTS Assay for Inhibitors and Activators of Human alpha-Galactosidase From Spleen Homogenate; Potency, µM (highest dose often 80 µM), for inactives: at the top dose activity change, negative = inhibition, most hits filed as inhibitors; 0.008% of 240,000 active; human spleen homogenate, 4MU-alpha-Gal fluorescence, 40 min; Alpha-galactosidase A (Homo sapiens), P06280;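 also: 0% = enzyme with vehicle and -100% = no enzyme basal signal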
Target sequence (P06280 32-429 limits assumed): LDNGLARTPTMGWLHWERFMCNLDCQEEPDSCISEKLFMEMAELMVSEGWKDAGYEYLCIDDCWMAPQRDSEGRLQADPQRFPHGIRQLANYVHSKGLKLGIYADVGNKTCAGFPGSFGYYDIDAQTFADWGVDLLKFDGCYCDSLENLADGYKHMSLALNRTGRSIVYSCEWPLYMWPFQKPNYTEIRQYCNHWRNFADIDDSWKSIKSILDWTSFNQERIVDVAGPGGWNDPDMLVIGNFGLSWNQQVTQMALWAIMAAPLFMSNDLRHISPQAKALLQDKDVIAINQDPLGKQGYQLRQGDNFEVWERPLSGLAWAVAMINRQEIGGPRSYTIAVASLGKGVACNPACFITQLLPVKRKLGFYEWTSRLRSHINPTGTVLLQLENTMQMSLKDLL
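Fluorogenic readout (Ex 365/Em 440 nm) of 4-methylumbelliferone released from 1 mM 4-MU-alpha-galactoside by spleen homogenate, 40 min at 37C, pH 5.0. Data normalized to no-enzyme and enzyme controls; Hill-equation AC50 from compound titrations.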
Tau fluor cs: Counterscreen qHTS for Inhibitors of Tau Fibril Formation, Fluorescence Polarization | 0.93% of 280,000 active | Potency, µM (doses to about 57.7 µM), inactives show top-dose activity change, negative = decrease | AID 1463, 2008 | tau K18 P301L Alexa594 fluorescence, heparin fibrillization; also: % is scaled to controls: 0 for no effect and ±100 for the full control effect; nearly all actives have a fitted effect of over 55% in size
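Human tau K18 P301L (15 uM unlabeled, 0.24 uM Alexa 594-labeled) in 100 mM sodium acetate pH 7 with 20 uM heparin, 6 hr at 37 C. ThT 30 uM added, 1 hr ambient; Alexa 594 FP and total fluorescence read at 555/632 nm.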
GAA glycogen mod: qHTS Assay for Inhibitors and Activators of Human alpha-Glucosidase Cleavage of Glycogen; Lysosomal alpha-glucosidase (Homo sapiens), P10253; recombinant GAA, glycogen substrate, Amplex Red glucose oxidase fluorescence; Potency, µM (titrated, usually from 76.4 µM), for inactives: at the highest dose activity change, negative = inhibition, usual class: inhibitors; 0.38% of 300,000 active;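 also: 0% = full enzyme reaction and -100% = no-enzyme basal signal; the screen sought inhibitors and activators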
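Recombinant human enzyme (4 nM); glycogen substrate; 37 C, 40 min, pH 5.0. Readout: coupled glucose oxidase/Amplex Red fluorescence.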
HTT ATP protect: qHTS Multiplex Assay to Identify Dual Action Probes in a Cell Model of Huntington: Cytoprotection (ATP). PC12 HTT-Q103 induced, cytoprotection, ATP luminescence, 40 h. Potency, µM (top dose mostly 56.4 µM), without a hit: cytoprotection (ATP increase), hits mostly activators. 0.14% of 230,000 active;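 also: % of control where 0% means no effect; nearly all actives have a fitted effect of over 45% in size; toxic huntingtin expression switched on by the ecdysone agonist tebufenozide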
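Compounds added alongside 100 nM tebufenozide, which induces toxic Q103 huntingtin exon 1-GFP in stable PC12 cells; surviving cells quantified by luminescent ATP measurement. Medium: phenol red-free DMEM, 5% equine and 5% calf serum.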
* hit, by the source's call; ? = inconclusive; nt = no result given; [ ] = dose if it differs, or a comment. Calls follow the shape of the dose curve; as a rule, active = well fitted curve in the direction sought with a large enough effect; inconclusive = small, poorly fitted or top-dose-only effect, or another doubt; inactive = no such curve, though single readings can be large; an effect the other way counts as inactive or inconclusive. Potency is read from the fitted curve at half-maximal effect. Outcome played no part in choosing rows; about 3.3% have a hit in one of these screens.

SMILES	GAA inh	Tau fibril ThT	Tau fibril FP	aGlu spleen mod	GLA spleen mod	Tau fluor cs	GAA glycogen mod	HTT ATP protect
Brc1ccccc1-c1nnc(COc2cccc3cccnc23)o1	0.2%	?	6.1%	11.0%	11.0%	-16.0%	5.5%	-39.8%[inhibitor]
CCC(=O)Nc1nc(OC)cc(OC)n1	1.5%	2.8%	-4.9%	-1.7%	-1.9%	0.7%	1.5%	-7.2%[0.074 µM]
CCOC(=O)NC(Nc1ccc(OC)cc1)(C(F)(F)F)C(F)(F)F	1.6%	-6.2%	4.8%	3.9%	-2.3%	-0.3%	?	7.8%[10 µM]
Cc1ccc2c(Cn3cc(C(F)(F)F)cc(Cl)c3=O)cc(=O)oc2c1	10.1%	-1.8%	-3.4%	-14.6%	4.0%	1.2%	-0.2%	nt
N#C/C(=C\c1ccccc1OCc1ccc(C(=O)O)cc1)c1ccccc1	-13.9%	-3.2%	14.0%	-2.4%	1.1%	-5.6%	3.9%	-36.2%[inhibitor]
CC(C)(C)c1ccc(C(=O)NNC(=O)c2cccc(Br)c2)cc1	-1.0%	-12.9%	-18.2%	-20.7%	0.2%	-4.2%	7.6%	1.4%[10 µM]
COCCNC(=O)CSc1nc(-c2cc(OC)c(OC)c(OC)c2)[nH]c1-c1ccc(Cl)cc1	nt	?	?	nt	nt	15.8µM*[quencher]	1.4%[76.3 µM]	nt
Cc1nc2cc(NCc3cccs3)ccc2n1C	-2.2%	-12.5%	-5.7%	-1.3%	-5.9%	-14.8%	-18.2%	-83.7%[inhibitor]
Cc1ccc(NC(=O)c2nccnc2C(=O)O)cc1C	-11.7%	-9.4%	-3.5%	3.1%	1.0%	-12.0%	12.2%	-21.9%
CCC(=O)NCc1csc(-c2cccs2)n1	-5.1%	-2.5%	1.9%	-5.2%	-8.6%	0.7%	13.8%	15.4%[10 µM]
CCN(CC)C(=O)Cc1cn(C)c2ccccc12	2.2%	4.2%	6.6%	3.8%	-2.3%	4.2%	-3.2%	?
O=C(Nc1cc(C(=O)N2CCOCC2)ccc1N1CCCC1)c1cccs1	6.2%	-5.1%	1.1%	4.6%	-2.8%	3.5%	-19.8%	-6.1%
CC/C(=N/NC(=O)c1ccc(Br)cc1)c1ccc(OCCN2CCOCC2)cc1	-5.2%	?	-6.1%	-5.1%	-14.2%	-2.3%	0.5%	-3.6%[10 µM]
CC(=O)c1ccc(N2CCN(C(=O)C3CCC3)CC2)cc1	-4.3%	?	-5.2%	-9.2%	-3.7%	-6.0%	-5.4%	-7.4%
COc1ccc(C(C[N+](=O)[O-])c2c(C)[nH]c3ccccc23)cc1OC (configuration not stated)	3.7%	-8.8%	5.4%	5.6%	9.5%	?	-9.8%	29.2%[10 µM]
Cc1cccc(OCCCC(=O)NCCc2ccccc2)c1	-6.1%	-14.8%	-0.4%	4.7%	-0.2%	-18.3%	-2.4%	17.8%[10 µM]
CCNc1nn2ccccc2c1/C=C(\C#N)C(=O)OCC	-4.0%	?	-9.3%	-13.6%	5.9%	-13.1%	-10.4%	20.9%[10 µM]
CCOC(=O)C(C)n1cnc2sc3c(c2c1=O)CCC3 (configuration not stated)	-1.7%	-10.0%	2.3%	-10.8%	-1.4%	-10.7%	3.2%	-13.9%
CC(C)c1nnc(NC(=O)CSc2nc3ccccc3[nH]2)s1	-0.3%	-8.2%	4.8%	2.1%	2.0%	-6.7%	0.0%	23.7%
CC(=C/c1ccccc1)/C=N/n1c(-c2ccncc2)n[nH]c1=S	8.8%	?	-2.5%	-1.5%	3.2%	-19.0%	?	-44.2%[inhibitor]
Clc1ccc(OCc2nnc(-c3ccccc3Br)o2)cc1	-35.9%	-15.4%	5.5%	-4.7%	-0.7%	-16.9%	1.5%	-10.9%
CCS(=O)(=O)NCc1cn2ccsc2n1	-0.8%	-6.3%	-1.3%	-5.4%	-9.4%	-0.5%	8.9%	5.8%
CC1CC(C)CN(c2ncnc3c2cnn3C)C1 (configuration not stated)	-0.3%	3.8%	2.6%	-0.6%	-2.1%	-0.3%	3.1%	-35.5%[inhibitor]
O=C(c1ccc(C(F)(F)F)cc1)N1CCC(=O)N([C@H](COCc2ccc(C(F)(F)F)cc2)Cc2ccccc2)CC1	nt	?	1.6%	-5.4%	0.2%	-16.7%	nt	-149.8%[inhibitor][40.3 µM]
CCCCNC(=O)c1cc(-c2ccc(F)cc2)on1	-7.5%	-9.9%	0.1%	6.3%	-7.4%	-4.4%	3.9%	44.2%[10 µM]

Later entries.
SMILES	GAA inh	Tau fibril ThT	Tau fibril FP	aGlu spleen mod	GLA spleen mod	Tau fluor cs	GAA glycogen mod	HTT ATP protect
CC(=O)N(CCS(=O)(=O)c1ccc(Cl)cc1)Cc1cccs1	2.3%	5.9%	-3.1%	-1.2%	-4.9%	-2.2%	-8.6%	-5.2%[10 µM]
CN(C)S(=O)(=O)c1ccc2c(c1)/C(=C/c1cc3c([nH]1)CCCC3)C(=O)N2	nt	?	-20.2%	10.7%	13.2%	?	nt	-18.5%[1.9 µM]
O=C(COc1ccccc1F)NNC(=O)c1ccc(N2CCCCC2)c([N+](=O)[O-])c1	-8.6%	?	0.2%	6.2%	6.5%	-8.6%	-0.4%	1.2%[0.074 µM]
CCOC(=O)C(=CNc1cccc(C)c1C)C(=O)OCC	3.8%	-17.8%	-7.5%	-7.6%	-5.8%	-16.1%	2.1%	2.4%
O=C(COC(=O)c1ccc(Cl)nc1)NCCC1=CCCCC1	4.3%	-4.2%	2.7%	3.0%	5.5%	0.3%	7.2%	-4.8%
Cc1cc(C)c(C#N)c(SCC(=O)Nc2ccccc2C)n1	9.0%	-0.7%	-8.9%	1.7%	-0.8%	-0.2%	3.3%	-4.6%[10 µM]
Cn1c(=O)c2c(nc(SCC(=O)c3ccccc3F)n2C)n(C)c1=O	9.2%	17.9%	5.3%	-5.6%	3.3%	21.7%	2.5%	-17.8%[10 µM]
COC(=O)c1sccc1NC(=O)CSc1nnnn1-c1ccccc1C	-5.3%	-4.3%	-12.1%	2.9%	4.4%	-14.4%	-5.0%	-14.2%
COc1ccc(-n2c(=S)[nH]c3sc4c(c3c2=O)CCN(C)C4)cc1	nt	nt	9.1%	-2.9%	3.5%	?	-16.8%	8.2%[10 µM]
CCOC(=O)Nc1sc(C(=O)N(C)C)c(C)c1C(=O)OCC	-0.7%	-8.7%	-0.7%	-11.5%	-4.3%	-3.5%	-0.8%	-19.2%
O=[N+]([O-])c1ccccc1OCCCNCc1ccccc1	5.1%	-7.6%	2.6%	-7.3%	-18.4%	-9.2%	2.0%	-6.0%
O=C(/C=C/c1cccs1)Nc1nccs1	10.5%	-1.0%	-2.8%	1.2%	-5.7%	-0.1%	5.4%	-100.4%[inhibitor]
CCSc1nnc(NC(=O)c2ccc(C)o2)s1	-13.7%	-4.0%	4.3%	2.7%	-0.6%	-0.2%	4.5%	-6.0%[10 µM]
O=C(COC(=O)c1ccccc1)NCCC1=CCCCC1	0.1%	-5.2%	6.0%	4.7%	-3.8%	-4.7%	-5.3%	-7.4%[10 µM]
O=C(NCCSc1c[nH]c2ccccc12)c1c(F)cccc1F	nt	-5.2%	-1.9%	-1.5%	-1.0%	-16.4%	-14.2%	0.8%[10 µM]
CC(=O)c1sc(NC(=O)c2c(-c3ccccc3)c(-c3ccccc3)nn(C)c2=O)nc1C	nt	0.5%	4.4%	nt	nt	-6.3%	-7.1%[76.3 µM]	nt
O=C(Cc1c(F)cccc1Cl)Nc1ccccc1N1CCCCC1	-9.3%	-14.4%	-4.6%	14.0%	3.7%	-10.7%	-4.3%	-44.5%[inhibitor]
Cc1cc(C)c(NC(=O)CSc2nc(-c3ccc(F)cc3)nc3c2Cc2c(CO)cnc(C)c2O3)c(C)c1	nt	2.8%	5.4%	nt	nt	1.4%	0.5%[76.3 µM]	nt
COc1ccc(-c2noc(-c3ccc(Br)o3)n2)cc1OC	-6.8%	5.7%	1.0%	-0.2%	2.1%	-4.7%	-2.5%	-0.1%
COc1ccc(-n2c(C)nn(CC3CC3)c2=O)cc1	-3.8%	1.1%	-4.5%	-2.7%	-4.6%	4.6%	3.1%	-3.4%
COc1ccc(C2C(C#N)=C(C)NC3=C2C(=O)CC(C)(C)C3)c(OC)c1 (configuration not stated)	?	-0.8%	-6.1%	8.5%	22.1%	-2.2%	-3.0%	-14.8%
COc1cc(-c2nc3c(c(C)nn3-c3ccccc3)c3cc(OC)c(OC)cc23)ccc1O	-2.2%	-6.7%	11.1%	-7.0%	-5.0%	-19.9%	5.3%	-17.1%
Cc1cccc(NC(=O)c2sc3nc4c(cc3c2N)CN(C(C)C)CC4)c1	nt	12.6µM*	-13.2%	nt	nt	17.8µM*[quencher]	-1.5%[76.3 µM]	nt

Whole records as entered above.
O=C(/C=C/c1cccs1)Nc1nccs1 in the list: GAA inh: 10.5%; Tau fibril ThT: -1.0%; Tau fibril FP: -2.8%; aGlu spleen mod: 1.2%; GLA spleen mod: -5.7%; Tau fluor cs: -0.1%; GAA glycogen mod: 5.4%; HTT ATP protect: -100.4%[inhibitor]
CN(C)S(=O)(=O)c1ccc2c(c1)/C(=C/c1cc3c([nH]1)CCCC3)C(=O)N2 in the list: GAA inh: nt; Tau fibril ThT: ?; Tau fibril FP: -20.2%; aGlu spleen mod: 10.7%; GLA spleen mod: 13.2%; Tau fluor cs: ?; GAA glycogen mod: nt; HTT ATP protect: -18.5%[1.9 µM]
